IL1B cytotox: cytotoxicity in IL-1B stimulated HUVEC, primary screen, cytotoxicity control for IL-1B NFkB translocation project, imaging, Hoechst nuclear count, IL-1B stimulus; HUVEC cell count loss; cell count reduction, % at 2 µM; 0.41% of 94,000 active; AID 845, 2007;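 active = cell count reduction more than 3 SD above the screen-wide mean, cut at about 70% in these data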;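 note: normalized per plate to untreated control cells as the no-loss baseline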
TNFa cytotox: cytotoxicity in TNFa-stimulated HUVEC, primary screen, cytotoxicity control for VCAM1 expression modulator project, imaging, Hoechst nuclei count; HUVEC TNFalpha-stimulated, Hoechst cell count; cell count reduction, % at 2 µM; 0.17% of 93,000 active; AID 848, 2007;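 active = cell count reduction exceeding the screen mean by over 5 SD, scaled to untreated wells per plate, cut at about 78% in these data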;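 note: cells counted after 24 h of TNF alpha exposure following the 1 h pretreatment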
VCAM1 TNFa inh: inhibitors of TNFa-induced VCAM1 expression, primary screen, imaging, HUVEC, TNFa stimulus, immunofluorescence; HUVEC TNFa-induced VCAM-1 immunofluorescence, high-content imaging; inhibition, % at 2 µM; 0.48% of 95,000 active;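 active = inhibition above the batch mean plus 3 SD, with images confirmed as a hit by eye, cut at about 37% in these data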;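 note: 0% = TNF-stimulated DMSO wells and 100% = unstimulated control wells; not every result past the cut was called active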
Plk1 PBD FP: Plk1 polo box domain binding inhibitors, primary screen, biochemical, fluorescence polarization | AID 693, 2007 | inhibition, %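 (tested at about 20 µM)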 | 0.13% of 97,000 active | Plk1 PBD phosphopeptide binding; in the data active = inhibition above about 34%, passing the limit was not always enough
E coli WT exp: growth inhibitors of wild-type E. coli, primary screen, strain BW25113, expanded library, OD600 | OD600 absorbance | growth inhibition, % at 100 µM | 0.15% of 98,000 active;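 active = growth inhibition above about 50% at one test dose, limit read from the data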;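 note: growth measured after 20 h incubation at 37 °C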
PLK1 kinase inh: human PLK1 kinase inhibitors, primary screen, biochemical, TR-FRET; recombinant PLK1 kinase, TR-FRET peptide phosphorylation; AID 619, 2007; inhibition, % at 10 µM; 0.53% of 97,000 active;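 active = inhibition of 50% or more in the single-concentration screen; inactive = inhibition below 50%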;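 note: 0% = DMSO max control and 100% = H-89 dihydrochloride min control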
F-actin modifier: modifiers of F-actin cytoskeleton organization, primary screen, imaging, HUVEC, phalloidin staining, high-content imaging; HUVEC TNFa F-actin phalloidin imaging; inhibition, % at 2 µM; 0.18% of 91,000 active;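 active = inhibition above the batch mean plus 3 SD and confirmed as a hit by visual image inspection, cut at about 30% in these data, passing the limit was not always enough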; note: strong numbers were not always called active
hDAT+cocaine: changed hDAT dopamine uptake under cocaine IC80, either direction, primary screen, cocaine antagonist project, cell-based, LLC-PK1 hDAT, [14C]-dopamine uptake, MLSMR | AID 449768, 2010 | 1.3% of 110,000 active | Sodium-dependent dopamine transporter (Homo sapiens), Q01959 | B-score at 10 µM | LLC-PK1 hDAT cells, [14C]-dopamine uptake with cocaine IC80; actives deviate in either direction;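 active = Z score or B-score, a plate-position-corrected score, falls beyond the plate's 99.7% confidence bounds, in either direction; inactive = both scores lie inside the 99.7% bounds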;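 note: scored against the spread of the other compound wells on the same plate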
sEH inhibitor: soluble epoxide hydrolase inhibitors, primary screen, biochemical, human sEH. recombinant human sEH enzymatic activity assay. AID 707, 2007. inhibition, % at 2 µM. Bifunctional epoxide hydrolase 2 (Homo sapiens), P34913. 0.34% of 91,000 active; in the data active = inhibition above about 80%; note: values of inactives mirror those of a sister screen read the other way; many of its hits are not listed in these tables
Target sequence (P34913 whole entry, looked up): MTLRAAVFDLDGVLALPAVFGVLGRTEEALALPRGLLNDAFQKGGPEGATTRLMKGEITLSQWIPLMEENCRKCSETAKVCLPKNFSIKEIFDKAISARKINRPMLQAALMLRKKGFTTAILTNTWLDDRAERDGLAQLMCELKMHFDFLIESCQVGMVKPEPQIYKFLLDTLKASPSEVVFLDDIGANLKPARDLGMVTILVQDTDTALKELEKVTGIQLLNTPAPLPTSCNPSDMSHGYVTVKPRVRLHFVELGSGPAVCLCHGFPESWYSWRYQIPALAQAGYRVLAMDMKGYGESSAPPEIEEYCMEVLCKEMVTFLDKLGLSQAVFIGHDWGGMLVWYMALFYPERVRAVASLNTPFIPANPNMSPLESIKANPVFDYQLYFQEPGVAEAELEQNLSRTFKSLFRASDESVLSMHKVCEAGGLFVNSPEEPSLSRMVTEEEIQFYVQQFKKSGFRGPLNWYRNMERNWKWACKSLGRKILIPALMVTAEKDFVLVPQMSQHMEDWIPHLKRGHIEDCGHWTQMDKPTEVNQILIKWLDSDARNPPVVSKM
* hit, by the source's call.

COc1ccc(S(=O)(=O)Nc2ccc(N(C)C(C)=O)cc2)cc1 was read as IL1B cytotox -122, TNFa cytotox -18, VCAM1 TNFa inh -11, Plk1 PBD FP 12, E coli WT exp -5, PLK1 kinase inh -8, F-actin modifier 10, hDAT+cocaine -1.1 and sEH inhibitor -9.
`Nc1c(S(=O)(=O)c2ccccc2)cnc2c(-c3ccc(F)cc3)cnn12` gave IL1B cytotox -36, TNFa cytotox 1, VCAM1 TNFa inh 11, Plk1 PBD FP -12, E coli WT exp -3, PLK1 kinase inh -15, F-actin modifier -14, hDAT+cocaine -0.5 and sEH inhibitor -6.
For C/C(=N\NC(=O)c1cccc(Cl)c1)c1cccc(NC(=O)c2ccco2)c1 the results were IL1B cytotox 11, TNFa cytotox -6, VCAM1 TNFa inh 7, Plk1 PBD FP 8, E coli WT exp 2, PLK1 kinase inh -6, F-actin modifier -30, hDAT+cocaine 1.8 and sEH inhibitor -8.
For CC(=O)NC1CCN(C(=O)N2CCCC2)CC1 the results were IL1B cytotox -6, TNFa cytotox -31, VCAM1 TNFa inh -8, Plk1 PBD FP 24, E coli WT exp 0, PLK1 kinase inh -19, hDAT+cocaine 0.92 and sEH inhibitor -2.
`O=C(NCCc1ccc(F)cc1)c1cccs1` gave IL1B cytotox -27, TNFa cytotox 3, VCAM1 TNFa inh 0, Plk1 PBD FP 11, PLK1 kinase inh -12, F-actin modifier -12, hDAT+cocaine -0.32 and sEH inhibitor 10.
`CCOc1cc(C2CC(=O)c3c(ccc4ccccc34)N2)ccc1O` (stereo unspecified) gave IL1B cytotox -77, TNFa cytotox -3, VCAM1 TNFa inh 15, Plk1 PBD FP -30, E coli WT exp 3, PLK1 kinase inh -9, F-actin modifier 22, hDAT+cocaine -1.6 and sEH inhibitor 24.
Screening Cn1c(Cl)cnc1C1CC(=O)c2cc(Cl)ccc2O1 (stereo unspecified) returned IL1B cytotox -11, TNFa cytotox -8, VCAM1 TNFa inh 39, Plk1 PBD FP -9, E coli WT exp -3, PLK1 kinase inh 7, F-actin modifier -13 and hDAT+cocaine -1.1.
Cn1c(SCC(=O)NCCc2ccccc2)nnc1-c1ccco1 was read as IL1B cytotox 5, TNFa cytotox -2, VCAM1 TNFa inh 10, Plk1 PBD FP 4, E coli WT exp 6, PLK1 kinase inh -8, F-actin modifier -9, hDAT+cocaine -0.17 and sEH inhibitor -13.
Screening C/C(Cl)=C/Cn1c(SC(C)C)nc2c1c(=O)[nH]c(=O)n2C returned IL1B cytotox -4, TNFa cytotox -16, VCAM1 TNFa inh 6, Plk1 PBD FP 12, E coli WT exp -2, PLK1 kinase inh 3, F-actin modifier 24, hDAT+cocaine -0.37 and sEH inhibitor -21.
`Cc1ccc(-c2nc(NC(=O)c3nn(C)cc3[N+](=O)[O-])sc2C)cc1` gave IL1B cytotox 26, TNFa cytotox 26, VCAM1 TNFa inh 92*, Plk1 PBD FP 13, E coli WT exp -3, PLK1 kinase inh 1, F-actin modifier -3, hDAT+cocaine 0.27 and sEH inhibitor 2.
Screening Cc1cc(N2CCN(Cc3ccccc3)CC2)n2nc(C)c(-c3ccccc3)c2n1 returned IL1B cytotox -19, TNFa cytotox -28, VCAM1 TNFa inh 6, Plk1 PBD FP -25, E coli WT exp 0, PLK1 kinase inh 6, F-actin modifier -13, hDAT+cocaine 0.013 and sEH inhibitor 1.
`O=C(CSc1ncc(C(F)(F)F)cc1Cl)N1CCN(S(=O)(=O)c2ccc(Cl)cc2)CC1` gave IL1B cytotox 6, TNFa cytotox -8, VCAM1 TNFa inh 13, Plk1 PBD FP -1, E coli WT exp -7, PLK1 kinase inh 4, F-actin modifier -4 and sEH inhibitor -24.
Screening Cc1ccc(NC(=O)c2cc(-n3cnnc3)ccc2Cl)cc1 returned IL1B cytotox -28, TNFa cytotox -38, VCAM1 TNFa inh -19, Plk1 PBD FP 0, PLK1 kinase inh -10, F-actin modifier 0, hDAT+cocaine -0.74 and sEH inhibitor 5.
For CSCC[C@@H](Nc1nc(-c2ccccc2)nc2c1oc1ccccc12)C(=O)O the results were IL1B cytotox -14, TNFa cytotox 26, VCAM1 TNFa inh 9, Plk1 PBD FP -3, E coli WT exp 1, PLK1 kinase inh -12, F-actin modifier -21, hDAT+cocaine 1.2 and sEH inhibitor -2.
For O=C(COc1ccc(S(=O)(=O)NCc2ccccc2)cc1)NCC1CCCO1 (stereo unspecified) the results were IL1B cytotox -1, TNFa cytotox -4, VCAM1 TNFa inh 16, Plk1 PBD FP 19, E coli WT exp -2, PLK1 kinase inh -2, F-actin modifier 1, hDAT+cocaine 1.4 and sEH inhibitor 7.
Screening Cc1ccc(S(=O)(=O)CCC(=O)NCc2ccco2)cc1 returned IL1B cytotox -13, TNFa cytotox -12, VCAM1 TNFa inh -3, Plk1 PBD FP -19, E coli WT exp -1, PLK1 kinase inh -1, F-actin modifier 0, hDAT+cocaine -0.53 and sEH inhibitor 4.
Screening CC(C)(C)n1nnnc1CN1C2CCC1CC(NC(=O)Nc1ccccc1)C2 (stereo unspecified) returned IL1B cytotox -30, TNFa cytotox -39, VCAM1 TNFa inh -12, Plk1 PBD FP 4, E coli WT exp -2, PLK1 kinase inh -6, F-actin modifier 9, hDAT+cocaine 0.52 and sEH inhibitor 50.
Screening Cc1cc(C)c(S(=O)(=O)c2ccccc2)c(OC(=O)c2c(F)cccc2Cl)n1 returned IL1B cytotox 14, TNFa cytotox -15, VCAM1 TNFa inh 12, Plk1 PBD FP -4, E coli WT exp 7, PLK1 kinase inh -6, F-actin modifier 16, hDAT+cocaine -0.44 and sEH inhibitor 5.
Screening CC(C)(C)S(=O)(=O)c1ccc(S(=O)(=O)C(C)(C)C)s1 returned IL1B cytotox 41, TNFa cytotox -6, VCAM1 TNFa inh -3, Plk1 PBD FP 13, PLK1 kinase inh -10, F-actin modifier -12, hDAT+cocaine -0.17 and sEH inhibitor -11.
O=C1CC(/C=C/c2ccco2)=Nc2ccccc2N1 was read as IL1B cytotox 8, TNFa cytotox -7, VCAM1 TNFa inh -3, Plk1 PBD FP 13, E coli WT exp -7, PLK1 kinase inh -13, hDAT+cocaine 1.2 and sEH inhibitor -13.
For N#CCSc1nnc(-c2ccccc2O)n1CCc1ccccc1 the results were IL1B cytotox -20, TNFa cytotox -37, VCAM1 TNFa inh 5, Plk1 PBD FP -50, E coli WT exp 7, PLK1 kinase inh -5, F-actin modifier -8 and hDAT+cocaine 0.12.
`CCOC(=O)N1CCN(C(=O)CSc2nc3c(cnn3-c3ccccc3)c(=O)[nH]2)CC1` gave IL1B cytotox 3, TNFa cytotox -4, VCAM1 TNFa inh 1, Plk1 PBD FP 7, E coli WT exp -4, PLK1 kinase inh 2, F-actin modifier 6, hDAT+cocaine -0.19 and sEH inhibitor 0.
For N#C/C(=C\C1CC2C=CC1C2)c1nc2ccccc2[nH]1 (stereo unspecified) the results were IL1B cytotox 2, TNFa cytotox -11, VCAM1 TNFa inh 10, Plk1 PBD FP 0, E coli WT exp -6, PLK1 kinase inh -6, F-actin modifier 6, hDAT+cocaine 1.5 and sEH inhibitor 7.
For Cc1cccc(NC(=O)CCOc2ccccc2)c1 the results were IL1B cytotox -4, TNFa cytotox -2, VCAM1 TNFa inh 1, Plk1 PBD FP 18, E coli WT exp -5, PLK1 kinase inh -17, F-actin modifier 17, hDAT+cocaine -1.9* and sEH inhibitor -3.
Screening COc1ccc(NC(=O)COc2nsnc2N2CCCCC2)cc1 returned IL1B cytotox -40, TNFa cytotox -16, VCAM1 TNFa inh 19, Plk1 PBD FP -4, E coli WT exp 0, PLK1 kinase inh -8, F-actin modifier 26, hDAT+cocaine 0.9 and sEH inhibitor 26.
CC(C)C(=O)Nc1cccc(C(=O)NCc2ccc3c(c2)OCO3)c1 was read as IL1B cytotox -7, Plk1 PBD FP 1, PLK1 kinase inh -8, hDAT+cocaine 0.74 and sEH inhibitor -6.
For CC(C(=O)Nc1nc2ccccc2[nH]1)N1C(=O)C2CC=CCC2C1=O (stereo unspecified) the results were IL1B cytotox -20, TNFa cytotox 2, VCAM1 TNFa inh 6, Plk1 PBD FP -10, E coli WT exp 1, PLK1 kinase inh -13, F-actin modifier 17, hDAT+cocaine 0.012 and sEH inhibitor -4.
CC(=O)N1CCc2cc(S(=O)(=O)CCC(=O)N3CCc4ccccc4C3)ccc21 was read as IL1B cytotox -8, TNFa cytotox -35, VCAM1 TNFa inh 4, Plk1 PBD FP 15, E coli WT exp 5, PLK1 kinase inh -5, hDAT+cocaine 0.059 and sEH inhibitor -14.
`COc1ccc2c(c1)c1nnc(SCC(=O)N3CCCCC3C)nc1n2C` (stereo unspecified) gave IL1B cytotox 5, TNFa cytotox -10, VCAM1 TNFa inh 8, Plk1 PBD FP -28, E coli WT exp 7, PLK1 kinase inh -16, F-actin modifier 2, hDAT+cocaine 1.6 and sEH inhibitor -3.
COc1cc(OC)nc(NC(=O)CN2CCN(c3ccc(F)cc3)CC2)n1 was read as IL1B cytotox 26, VCAM1 TNFa inh -21, Plk1 PBD FP -31, E coli WT exp -4, PLK1 kinase inh -6, F-actin modifier -5, hDAT+cocaine 0.24 and sEH inhibitor 5.

Entries above with a cyano group, in the order listed:
For N#CCSc1nnc(-c2ccccc2O)n1CCc1ccccc1 the results were IL1B cytotox -20, TNFa cytotox -37, VCAM1 TNFa inh 5, Plk1 PBD FP -50, E coli WT exp 7, PLK1 kinase inh -5, F-actin modifier -8 and hDAT+cocaine 0.12.
For N#C/C(=C\C1CC2C=CC1C2)c1nc2ccccc2[nH]1 (stereo unspecified) the results were IL1B cytotox 2, TNFa cytotox -11, VCAM1 TNFa inh 10, Plk1 PBD FP 0, E coli WT exp -6, PLK1 kinase inh -6, F-actin modifier 6, hDAT+cocaine 1.5 and sEH inhibitor 7.

(further entries)
Screening CC(C)(C)NC(=O)COC(=O)c1cncc(Br)c1 returned IL1B cytotox -11, TNFa cytotox -16, VCAM1 TNFa inh -7, Plk1 PBD FP -21, E coli WT exp 5, PLK1 kinase inh -7, F-actin modifier 40 and hDAT+cocaine -0.68.
For COC(=O)c1ccccc1NC(=O)C1CCN(C(=O)c2cc(OC)cc(OC)c2)CC1 the results were IL1B cytotox 13, TNFa cytotox -3, VCAM1 TNFa inh 7, Plk1 PBD FP 12, E coli WT exp 3, PLK1 kinase inh 2, F-actin modifier -12, hDAT+cocaine 1.2 and sEH inhibitor -24.
For CC(=O)c1cccc(NC(=O)c2ccc(S(=O)(=O)N3CCCCC3)cc2)c1 the results were IL1B cytotox -1, TNFa cytotox -19, VCAM1 TNFa inh -6, Plk1 PBD FP 5, E coli WT exp -21, PLK1 kinase inh -10, F-actin modifier -14, hDAT+cocaine 1.3 and sEH inhibitor 73.
`CCOP(=O)(c1ccccc1)c1nc(-c2ccccc2C)oc1N1CCCCC1` (stereo unspecified) gave IL1B cytotox -10, TNFa cytotox -17, VCAM1 TNFa inh 8, Plk1 PBD FP 25, E coli WT exp 2, PLK1 kinase inh -8, F-actin modifier -2 and hDAT+cocaine 0.69.
`Cc1ccc(NC(=O)CSc2nnc(CCCCCNC(=O)OC(C)(C)C)o2)c(C)c1` gave IL1B cytotox -10, TNFa cytotox -14, VCAM1 TNFa inh -3, Plk1 PBD FP -18, E coli WT exp 5, PLK1 kinase inh -11, F-actin modifier -12, hDAT+cocaine 0.65 and sEH inhibitor 25.

Assay outcomes as filed in PubChem BioAssay.
